# Screening results from PubChem BioAssay.
# Rpn11 inh: Rpn11 (human) deubiquitinase inhibition | AID 588493 | O00487 | 0.59% of 360,000 active | human 26S proteasome, Ub4-pepOG fluorescence polarization; 20S core pre-blocked with epoxomicin | calls only at 20 µM;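 active means inhibition at 20 µM, scaled to each plate's controls, above about 33%, limit read from the data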
# Rin1-Abl PPI inh: human Rin1-Abl interaction inhibition | P00519+Q13671 | TR-FRET Rin1/Abl binding, biochemical | inhibition, % at 7.35 µM | 0.4% of 360,000 active; in the data active means inhibition above about 5%, passing the limit was not always enough
# MLLE-PAM2 inh: inhibitors of microRNA-mediated deadenylation, human PABP1 MLLE binding; P11940; GST-MLLE / FITC-PAM2 fluorescence polarization; inhibition, % at 20 µM; 0.36% of 360,000 active; in the data active means inhibition above about 35%, passing the limit was not always enough;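 further: plate controls were DMSO wells with GST-MLLE for no effect and wells lacking GST-MLLE protein for full effect; some results filed as inactive read as strong as hits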
# FAS-TE inh: blocks the thioesterase domain of human fatty acid synthase; 0.67% of 360,000 active; AID 602261; inhibition, % at 15 µM; P49327; recombinant FAS-TE, OMFH fluorogenic substrate, fluorescence endpoint;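 active means compounds whose normalised, plate-corrected inhibition of enzyme fluorescence in the single-dose primary screen is 50% or more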;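 further: 0% = DMSO with enzyme and 100% = substrate without enzyme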
# bovine MsrA act: bovine methionine sulfoxide reductase A activation; 0.3% of 360,000 active; AID 602163; activation, % at 10.6 µM; purified bovine MsrA, absorbance read-out; in the data active means activation above about 7.5%;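 further: 0% = vehicle and 100% = reference activator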
# CSN deneddyl inh: inhibitors of human CSN-mediated cullin deneddylation | Purified CSN, SCF-Nedd8-OG deneddylation, fluorescence polarization | 0.38% of 360,000 active | inhibition, % at 12.5 µM | AID 651999 | Q92905;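 active means pattern-corrected inhibition above about 35%, with an unprinted fluorescence ratio check between 0.5 and 1.5, limit read from the data, passing the limit was not always enough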;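 further: 0% = enzyme with substrate and 100% = substrate without enzyme; some results filed as inactive read as strong as hits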
#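 Schedule: reaction 90 min, room temperature / Assay system: HEK293T-derived human Csn5 enzyme / Input: Csn5 at 0.24 nM final / Measure: inhibition of Csn5 cleavage, % / Control set: substrate-only high control, full reaction low control / Technique: fluorescence polarization of the substrate / Buffer or medium: Tris/NaCl/DTT buffer, pH 7.5 / Reagent: SCFSkp2-Nedd8OG substrate at 10 nM final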
# E coli Lon inh: E. coli protease La inhibition; inhibition, % at 7.94 µM; 0.42% of 360,000 active; purified E. coli Lon protease, fluorescence polarization; in the data active means inhibition above about 13%, passing the limit was not always enough;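 further: 0% = enzyme with probe and DMSO and 100% = no enzyme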
# MT1-MMP act inh: MT1-MMP (human) activation inhibition; P50281; HT1080 RFP-PRO-GFP cells, GFP/RFP ratio fluorescence, overnight; percent of plate control window, DMSO zero; GFP/RFP ratio change, % at 20 µM; 0.061% of 360,000 active;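 active means GFP/RFP ratio change of at least 30% with cell ATP level not reduced by more than half and red fluorescence within 50% of control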; further: strong numbers were not always called active
#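 Read-out: GFP/RFP fluorescence ratio; Test system: RFP-PRO-GFP reporter HT1080 cells; Compound dosing: single-point 20 µM compound, 1% DMSO; Times: overnight compound exposure at 37 °C.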
# MsrA inh: inhibits bovine methionine sulfoxide reductase A | inhibition, % at 15.5 µM | 0.75% of 360,000 active | purified bovine MsrA, absorbance read-out; in the data active means inhibition above about 4.5%;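 further: 0% = vehicle wells with enzyme and 100% = reference inhibitor wells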
# An asterisk follows results filed as active; i = inactive; . = not tested or not shown; & = joins results of further samples.
SMILES,Rpn11 inh,Rin1-Abl PPI inh,MLLE-PAM2 inh,FAS-TE inh,bovine MsrA act,CSN deneddyl inh,E coli Lon inh,MT1-MMP act inh,MsrA inh
COCCNC(=O)CSc1nc2ccccc2c(=O)n1CC1CCCO1 (configuration not stated),i,3,11,-8,0,-3,5,-2,0.1
CN(CC1CCOCC1)C(=O)CC1C(=O)NCCN1Cc1cccc(F)c1 (configuration not stated),i,-1,8,-4,-3,2,4,-1,1.5
COC(=O)c1sc(N2C(=O)c3oc4ccccc4c(=O)c3C2c2cccc(O)c2)nc1C (configuration not stated),i,0,7,7,-9,1,1,-6,1.8
COc1ccc2c(c1)N(C)/C(=C1/SC(=NCc3ccccc3)N(c3ccccc3)C1=O)S2,.,1,-75,-8,-1,11,1,-3,0.8
COc1cccc(CNC(=O)Cn2cccc2)c1,i,0,7,-8,-7,2,-4,3,0.6
COC(=O)CCn1nc(-c2ccc(C)cc2)c2ccccc2c1=O,i,-2,-7,2,-4,1,-3,1,0.9
C=CCn1c(SCC(=O)c2[nH]c(C)c(C(=O)OCC)c2C)nc2scc(-c3ccc(OC)cc3)c2c1=O,i,-2,0,-5,-3,1,-6,-9,-0.7
O=C1Nc2ccccc2C1=Nc1ccc(-c2nnc3n2CCCCC3)cc1,i,1&-3,-6&9,-6&-10,-3&-11,-1&-3,2&3,-3&5,0.8&-0.4
CCOC(=O)c1ccc(S(=O)(=O)N2CCN(Cc3cc4c(cc3O)OCO4)CC2)cc1,i,5,33,2,-7,-5,2,-1,1.4
CCN(C(=O)c1c(N)cnn1C)c1ccccc1,i,-5,3,-6,1,1,1,1,-0.6
Cc1cc(C)c(S(=O)(=O)N2CCC(C(=O)NCc3ccco3)CC2)c(C)c1,i,-6,3,0,0,-5,7,0,0.2
Cc1ccc(Cl)cc1N1CCN(C(c2cccnc2)c2nnnn2C2CCCCC2)CC1 (configuration not stated),i,5,2,28,-3,-3,-1,-23,-0.3
O=C(Nc1ccc(Cl)cc1)Nc1ccc(N2CCOCC2)cc1,i,0,-10,-1,0,-2,-5,-5,0.9
CC(=O)N1c2ccc(S(=O)(=O)NCCC(=O)NC3CCCC(C)C3C)cc2CC1C (configuration not stated),i,4,-1,2,-1,-3,-7,.,-0.1
COCCCNC(=O)CC1C(=O)N(Cc2ccccc2)C(C)c2nc3ccccc3n21 (configuration not stated),i,0,5,-8,-6,2,-7,-2,0.7

# Reformatted with two lines to a compound: entries from further up
# Order of results: Rpn11 inh | Rin1-Abl PPI inh | MLLE-PAM2 inh | FAS-TE inh | bovine MsrA act | CSN deneddyl inh | E coli Lon inh | MT1-MMP act inh | MsrA inh
COc1cccc(CNC(=O)Cn2cccc2)c1
  i | 0 | 7 | -8 | -7 | 2 | -4 | 3 | 0.6
COC(=O)CCn1nc(-c2ccc(C)cc2)c2ccccc2c1=O
  i | -2 | -7 | 2 | -4 | 1 | -3 | 1 | 0.9
C=CCn1c(SCC(=O)c2[nH]c(C)c(C(=O)OCC)c2C)nc2scc(-c3ccc(OC)cc3)c2c1=O
  i | -2 | 0 | -5 | -3 | 1 | -6 | -9 | -0.7
O=C1Nc2ccccc2C1=Nc1ccc(-c2nnc3n2CCCCC3)cc1
  i | 1&-3 | -6&9 | -6&-10 | -3&-11 | -1&-3 | 2&3 | -3&5 | 0.8&-0.4
CCOC(=O)c1ccc(S(=O)(=O)N2CCN(Cc3cc4c(cc3O)OCO4)CC2)cc1
  i | 5 | 33 | 2 | -7 | -5 | 2 | -1 | 1.4
CCN(C(=O)c1c(N)cnn1C)c1ccccc1
  i | -5 | 3 | -6 | 1 | 1 | 1 | 1 | -0.6
Cc1cc(C)c(S(=O)(=O)N2CCC(C(=O)NCc3ccco3)CC2)c(C)c1
  i | -6 | 3 | 0 | 0 | -5 | 7 | 0 | 0.2
Cc1ccc(Cl)cc1N1CCN(C(c2cccnc2)c2nnnn2C2CCCCC2)CC1 (configuration not stated)
  i | 5 | 2 | 28 | -3 | -3 | -1 | -23 | -0.3
O=C(Nc1ccc(Cl)cc1)Nc1ccc(N2CCOCC2)cc1
  i | 0 | -10 | -1 | 0 | -2 | -5 | -5 | 0.9
CC(=O)N1c2ccc(S(=O)(=O)NCCC(=O)NC3CCCC(C)C3C)cc2CC1C (configuration not stated)
  i | 4 | -1 | 2 | -1 | -3 | -7 | . | -0.1
COCCCNC(=O)CC1C(=O)N(Cc2ccccc2)C(C)c2nc3ccccc3n21 (configuration not stated)
  i | 0 | 5 | -8 | -6 | 2 | -7 | -2 | 0.7

# Continued:
SMILES,Rpn11 inh,Rin1-Abl PPI inh,MLLE-PAM2 inh,FAS-TE inh,bovine MsrA act,CSN deneddyl inh,E coli Lon inh,MT1-MMP act inh,MsrA inh
CCOC(=O)N1CCN(C(=O)CSc2nnc3[nH]c(=O)c(C)c(C)n23)CC1,i,0,35,-8,-3,4,-2,0,0.9
CCOC(=O)c1ccc(COC(=O)c2cc3ccccc3oc2=O)o1,i,-3,-1,0,-3,0,-3,-4,1.0
CCCCn1c(N)c(N(CCOC)C(=O)CSc2nnc(-c3ccc(F)cc3)n2N)c(=O)[nH]c1=O,i,-1,-51,-8,-4,-1,12,0,-0.9
CCOC(=O)C1CCN(C(=O)c2ccccc2NC(=O)c2ccc(Cl)cc2)CC1,i,0,8,-2,-5,-2,1,2,0.1
CC(=O)N1CCC(N(C(=O)Nc2c(F)cccc2F)C(C)C)CC1,i,0,1,-3,1,-5,-8,6,-0.7
CC1CC(C)CN(C(=O)C(NS(=O)(=O)c2ccc3c(c2)oc(=O)n3C)C(C)C)C1 (configuration not stated),i,-1,12,-2,-2,0,6,-7,1.2
O=C(O)c1ccc2c(c1)C(=O)N(c1ccccc1-c1ccccc1)C2=O,i,1,-5,-6,1,2,10,5,-0.7
COCCNC(=O)C1(C)Cc2c(-c3cccc(C(N)=O)c3)ccnc2O1 (configuration not stated),i,-2,-11,-4,-2,3,-3,5,0.6
COc1ccc(NS(=O)(=O)c2cccc(NC(=O)CCC(=O)c3cccs3)c2)cc1,i,2,-6,-1,0,0,6,2,-1.1
COc1ccccc1N1C(=O)CC(Sc2nccc(C)n2)C1=O (configuration not stated),i,1,21,-9,-5,-3,-9,-8,-0.8
CCC1COCCS(=O)(=O)N1Cc1ccc(Cl)cc1 (configuration not stated),i,1,6,-9,-10,0,2,2,-1.8
COc1ccc(CNC(=O)OCc2nccnc2C(=O)Nc2ccc(Br)cn2)cc1,i,-4,4,1,-2,0,0,4,0.0
COc1cccc(NC(=O)CCS(=O)(=O)c2cc3c(cc2Cl)NC(=O)CO3)c1,i,-4,19,-6,-2,-1,-13,-2,0.0
CC(=O)Nc1c(Br)cc(N2C(=O)CCC2=O)cc1Br,i,6,1,-6,-4,2,-4,-2,-0.1
Cc1ccc(NC(=S)NCc2cccn2C)cc1,i,2,-32,-6,0,4,-11,-3,0.8
COc1cc(C=O)ccc1OCc1ccc(Cl)nc1,i,2,-10,-1,-4,0,0,3,0.3
COc1ccc(C2/C=C\CN(C(=O)Nc3ccccc3-c3ccccc3)CC(=O)N2Cc2ccc(F)cc2)cc1 (configuration not stated),i,-3,7,43,0,-1,8,-2,.
CNC(=O)c1cnc(-c2ccccc2)nc1-c1ccccc1,i,1,-5,1,-3,-3,-5,2,0.8
O=C(CN1CCOCC1)Nc1ncc(Br)cc1Br,i,0,10,-8,-5,-6,-3,-3,-0.5
CC(=O)c1c(C)[nH]c(C(=O)NC2CCCCC2)c1C,i,-4,-10,-9,-3,-1,5,-2,1.3
CN1CCN(c2ccc(-c3cccc(NC(=O)COc4ccc(Cl)cc4)c3)nn2)CC1,i,2,-1,1,2,1,-10,8,-0.1
CN1C(=O)c2ccc(C(=O)NCc3ccccn3)cc2C1=O,i,-2,-4,-6,-2,0,-6,-2,-0.3
Cc1oc2c(cc(NS(=O)(=O)c3cccs3)c3ccccc32)c1C(=O)OC(C)C,i,-1,-20,19,-7,4,1,-23,2.0
CC(CCN1C(N(C)C)=NC[C@@H]1C)c1ccccc1 (some centres not stated),i,2,5,-7,-2,-1,-8,0,1.3
O=C(NCc1ccccc1)Nc1cccn(Cc2ccccc2F)c1=O,i,0,12,2,-3,5,-12,-4,-0.5
Cc1cccc(C)c1OCC(=O)Nc1cccc(-c2nnc(-c3ccccc3)o2)c1,i,4,0,26,1,-7,1,-1,-0.2
COc1ccc(N2C(=O)C(CC(=O)O)S/C2=N\N=C\c2cccs2)cc1 (configuration not stated),i,1,2,-3,-9,1,7,2,3.0
O=C(Cc1ccc2c(c1)OCCO2)Nc1cc(C(F)(F)F)ccc1N1CCOCC1,i,0,7,18,-2,-2,-3,-5,0.5
CCC(=O)c1ccc(-c2ccccc2)cc1,i,-1,16,12,0,-16,0,-2,0.1
CS(=O)(=O)N(CCc1ccccc1)CC(=O)N1CCN(Cc2ccccc2)CC1,i,-1,-9,-5,-2,-4,-1,5,-0.6
c1ccc(Cc2nnc3n2N=C(c2ccccc2)CS3)cc1,i,2,-6,-1,0,-2,10,1,0.8
O=C(NCCCl)NNc1c(Cl)cc(Cl)cc1Cl,i,4,6,-1,-2,-9,-1,-3,1.8
O=C(CN(Cc1ccco1)C(=O)c1ccc(Cl)cc1)Nc1ccc(Cl)c(Cl)c1,i,0,11,-9,-6,-15,-8,3,0.8
Clc1ccc(-c2ccc(/C=N/Nc3cc(N4CCOCC4)nc(N4CCOCC4)n3)o2)cc1,i,1,-5,-4,-8,2,1,-6,1.9
CC(C)C[C@H](NC(=O)N1CCn2c1nc1ccccc12)C(=O)NCc1ccccc1,i,1,-11,15,-7,3,2,-2,-1.1
CNc1ccccc1,i,-1,11,3,-2,4,7,0,0.6
Cn1c(CCNC(=O)c2ccccc2)nc2cc(NC(=O)c3ccco3)ccc21,i,2,-3,-6,-12,0,-3,-1,0.3
CCOC(=O)c1c(NC(=O)CSc2nc3ccccc3s2)sc(C(C)=O)c1C,i,-4,-8,36,-2,-5,7,-11,1.5
CC(=O)NC(c1ccc(F)c(F)c1)c1nc(-c2cc3ccccc3o2)cs1 (configuration not stated),i,-6,-9,16,-1,1,-7,2,-0.1
Cc1ccc(N(CC(=O)NCc2ccc(F)cc2)C(=O)c2ccco2)cc1C,i,-4,-4,6,-2,4,-8,3,-0.7
O=c1ccc(-c2ccccc2)nn1Cc1ccc(F)cc1,i,2,2,5,-15,0,9,-5,0.6
COc1ccc2[nH]c(C(=O)O)c(NS(=O)(=O)c3ccc(OC)c(OC)c3)c2c1,i,1,13,-9,-4,2,-5,-1,1.1
COc1ccccc1NC(=O)CSc1nnc(C)n1Cc1ccccc1,i,0,13,-7,3,1,-2,0,-0.8
COc1ccc(C2=NOC(C)(c3nnc(-c4ccncc4)o3)C2)cc1 (configuration not stated),i,12*,7,-6,0,0,-2,5,-0.8
NS(=O)(=O)c1ccc(N/N=C/c2ccccn2)c([N+](=O)[O-])c1,i,-9,-6,-6,-13,6,0,6,5.9*
Cc1ccc(NC(=O)C2CCN(S(=O)(=O)c3cccc4nonc34)CC2)cc1,i,4,-11,-6,-2,6,-1,0,0.8

# Random draw from the library; about 3.7% have a hit in one of these screens.
